LYP inhibition: PTPN22 lymphoid phosphatase activity blockers – biochemical, fluorescence intensity, uHTS (AID 1779) | recombinant LYP phosphatase, fluorescence intensity; higher % means a stronger effect | inhibition, % at 11.5 µM, or IC50 in µM where a hit was titrated | actives 0.054% (n = 290,000); in the data active = inhibition above about 50%;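 note: plate controls were vehicle with enzyme for no effect and no enzyme for full effect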
An asterisk follows results filed as active. Some of the compounds tested, so the mix of outcomes need not match the whole.

SMILES | LYP inhibition
O=C(N/N=C/c1coc2ccccc2c1=O)c1ccncc1 | -8%
Cc1cccc(NC(=O)CSCc2cc(=O)n3nc(C4CC4)sc3n2)c1 | -6%
COc1ccc(CNC(=O)Cn2c(=O)n(CCC(=O)N3CCCCC3)c(=O)c3sccc32)cc1 | -12%
O=[N+]([O-])c1ccc(N2CCN(c3ccc([N+](=O)[O-])cc3CO)CC2)c(CO)c1 | -6%
CCc1cc(=O)oc2c3c(cc(OCC(=O)NCCN4CCOCC4)c12)OC(C)(C)CC3 | -18%
O=C(CCS(=O)(=O)c1ccc(F)cc1)Nc1nc(-c2ccccn2)cs1 | -4%
COc1cccc(NC(=S)NC(=O)/C=C/c2ccco2)c1 | -8%
COCC1CCN(C(=O)c2ccc3oc(Cc4ccc(Cl)cc4)nc3c2)C1 (configuration not stated) | -5%
CCS(=O)(=O)Nc1cccc(C2=NN(C(=O)c3ccco3)C(c3ccco3)C2)c1 (configuration not stated) | 0%
Cc1ccc(S(=O)(=O)n2nc(OC(=O)c3cccc(F)c3)cc2N)cc1 | -5%
Cc1cccc(/C(N)=N/OC(=O)c2cccc3ccccc23)c1 | -3%
CCc1ccc(CNc2ccc3c(c2)ncn3CC)cc1 | -3%
COc1cccc(CNS(=O)(=O)c2c(C)nc3sccn3c2=O)c1 | -8%
O=C(CN(C(=O)CNC(=O)c1cccs1)c1cccc(F)c1)NC1CCCC1 | -5%
CC1(C)Cc2c(sc(NC(=O)C(=O)N3CCOCC3)c2C(N)=O)CO1 | -8%
COc1ccccc1CNC(=O)C1CCN(S(=O)(=O)c2ccc3c(c2)NC(=O)CO3)CC1 | -13%
O=C(N/N=C/c1ccc(F)cc1)c1cccc(NC(=O)c2ccccc2Cl)c1 | -7%
N#Cc1c(/N=C/c2ccc(-c3ccccc3C(=O)O)o2)sc2c1CCCC2 | 11%
Cc1ccc(-c2nnc(COC(=O)c3cc(=O)[nH]c4ccccc34)o2)cc1 | -5%
CCc1ccc(N(CC(=O)NC2CCCC2)C(=O)CCC(=O)Nc2ccccn2)cc1 | -9%

4 compounds already listed, sorted by the number in LYP inhibition, smallest number first.
SMILES | LYP inhibition
COc1ccccc1CNC(=O)C1CCN(S(=O)(=O)c2ccc3c(c2)NC(=O)CO3)CC1 | -13%
COc1ccc(CNC(=O)Cn2c(=O)n(CCC(=O)N3CCCCC3)c(=O)c3sccc32)cc1 | -12%
CC1(C)Cc2c(sc(NC(=O)C(=O)N3CCOCC3)c2C(N)=O)CO1 | -8%
O=C(CN(C(=O)CNC(=O)c1cccs1)c1cccc(F)c1)NC1CCCC1 | -5%

Further entries follow:
SMILES | LYP inhibition
CC(C(=O)NCc1ccccc1)N1C(=O)c2ccccc2C1=O (configuration not stated) | -11%
COc1cc(C)ccc1OCc1cc(C(=O)N2C[C@H]3CC[C@H]2C3)no1 | -9%
Cc1ccc(S(=O)(=O)Nc2ccccc2C(=O)N2CCCC2)cc1 | -3%
CCS(=O)(=O)c1ccc2oc(Nc3ccccc3Cl)nc2c1 | -2%
COC(=O)CCC(=O)N1CCCC(N2CCN(c3cccc(C(F)(F)F)c3)CC2)C1 (configuration not stated) | -5%
c1ccc(-c2nc3ccccc3[nH]2)cc1 | -8%
COc1ccc(OC)c(NC(=O)c2ccc(NC3=NC4CS(=O)(=O)CC4S3)cc2)c1 (configuration not stated) | -1%
O=S(=O)(Nc1nc2ccccc2s1)c1cc(F)ccc1F | -13%
O=C1N=C(N2CCCCC2)S/C1=C\c1ccc(Br)cc1 | -5%
CN1CCN(CC(=O)Nc2sc3c(c2C(=O)Nc2ccccc2)CCCC3)CC1 | -2%
CC1=C(C(=O)OCc2ccccc2)C(c2ccc(Br)cc2)NC(=O)N1CCCC(=O)O (configuration not stated) | -6%
CN(CC(=O)Nc1ccc(F)cc1)C(=O)COC(=O)CCN1C(=O)C2CC=CCC2C1=O (configuration not stated) | -9%
O=C(N/N=C1/CC2C=CCC12)c1cccs1 (configuration not stated) | -10%
O=S(=O)(c1ccc(F)cc1)N1CCCC1 | -8%
CNC(=O)C(=O)NCC1OCCCN1S(=O)(=O)c1ccc(F)cc1C (configuration not stated) | -7%
O=C(CSc1nnc(-c2cccnc2)s1)Nc1ccccc1 | -11%
O=C(Nc1ccccc1)c1ccc2c(c1)CCN2S(=O)(=O)c1ccccc1 | -4%
Cc1ccc2oc(C(=O)N(Cc3ccncc3)CC3CCCO3)c(C)c2c1 (configuration not stated) | -5%
CC1=C(C(=O)OCC2CCCCC2)C(c2ccc(F)cc2)NC(=O)N1 (configuration not stated) | -10%
O=C(c1cc2ccccc2oc1=O)N(Cc1ccccc1F)C1CCS(=O)(=O)C1 (configuration not stated) | -11%
O=C(O)c1cccc(NC(=O)c2cn(-c3ccccc3)nc2-c2ccc(F)cc2)c1 | -8%
Cn1c(SCC(=O)Nc2ccc(Cl)cc2)nnc1C1CC1 | 0%
CCC(C)c1ccc(NC(=O)NCc2cccnc2)cc1 (configuration not stated) | -13%
O=C(CC(=O)Nc1ccccc1[N+](=O)[O-])Nc1ccccc1[N+](=O)[O-] | -7%
Cc1nn(CC(=O)N2CCN(c3ccccc3)CC2)c(=O)c2cccn12 | -10%
CCOc1ccc(OCCN2C(=O)c3ccccc3C2=O)cc1 | -1%
CC(=O)NC(Cc1cc(C)ccc1C)C(=O)N1CCN(C(=O)c2ccc([N+](=O)[O-])cc2)CC1 (configuration not stated) | -10%
O=C(Nc1ccc([N+](=O)[O-])cc1)Nn1cnnc1 | -6%
COc1cc(/C=C2\SC(N3CCC(C)CC3)=NC2=O)ccc1O | -2%
Cc1cnc(=O)[nH]c1SCc1ccc([N+](=O)[O-])cc1 | -11%
Cc1onc(-c2ccccc2)c1C(=O)N1CCCCCC1 | -2%
COC(=O)N1c2ccccc2C=Cc2ccccc21 | -1%
CSc1ccc(CN(C)C(=O)C23CC4CC(CC(Cl)(C4)C2)C3)cc1 | -4%
COc1cccc(NC(=O)Nc2nc(SC(C)(C)C)ns2)c1 | -5%
CCC(C)NC(=O)Cn1cnc2sc(C)c(S(=O)(=O)N3CCCCC3)c2c1=O (configuration not stated) | -11%
NC(=O)c1ccc(NC(=O)Nc2ccc3c(c2)OCO3)cc1 | -1%
O=C(Nc1cc(Cl)cc(Cl)c1)N1CCN(C(=O)C2CCCO2)CC1 (configuration not stated) | -6%
COc1ccc(C2/C(=C(/O)c3ccc(Br)cc3)C(=O)C(=O)N2C)cc1 (configuration not stated) | -6%
COc1ccc(C(=O)N(Cc2sccc2C)C2CCS(=O)(=O)C2)cc1 (configuration not stated) | -9%
CC(OC(=O)CC1Sc2ccccc2NC1=O)C(=O)NC1CCCC1 (configuration not stated) | 2%
COCCOC(=O)C1=C(C)NC(=O)NC1c1cc2c(cc1Br)OCO2 (configuration not stated) | -3%
Cc1cccn2c(=O)c3cc(C(=O)NC4CCCCC4C)n(C)c3nc12 (configuration not stated) | -6%
O=C(Nc1nccs1)C(Br)C(Br)c1ccccc1 (configuration not stated) | -10%
CCOC(=O)c1c(C)[nH]c(C(=O)OCc2ccccc2)c1C | -3%
COc1ccc(-n2nc(C(=O)NCC(=O)NC(C)C)c3ccccc3c2=O)cc1 | -7%
COc1ccc(-c2nc(N)nc(C)c2-c2ccc(Cl)cc2)c(O)c1 | 3%
O=C(CN1CCCC1)Nc1ccc(F)c(Cl)c1 | -12%
COc1ccc(OC)c(NC(=O)C2CC(/C=C/c3ccccc3)=NO2)c1 (configuration not stated) | 2%
Cn1cc(S(=O)(=O)N2CCCC2)cc1C(=O)NCc1ccccc1Cl | -11%
COc1ccc(NC(=O)CN(C)S(=O)(=O)c2cnc[nH]2)cc1OC | -3%
CCOC(OCC)c1cn(Cc2ccc(C(=O)c3ccccc3)cc2)nn1 | -6%
C/C(=N\NC(=O)Cc1ccccc1Cl)c1cccnc1 | -7%
COc1cccc(N(CC(=O)NC2CC3CCC2C3)S(=O)(=O)c2ccccc2)c1 (configuration not stated) | -7%
CCCCc1cc(=O)oc2cc(C)cc(OCC(=O)N3C[C@H]4C[C@@H](C3)c3cccc(=O)n3C4)c12 | -10%
CC(=O)N1c2ccc(S(=O)(=O)NCCC(=O)NCCc3ccc(Cl)cc3)cc2CC1C (configuration not stated) | -4%
COc1ccccc1CN1CC(C(=O)NCCC2=CCCCC2)CCC1=O (configuration not stated) | -13%
O=C(NC1CCCCC1)C(c1cccnc1)N(C(=O)c1csnn1)c1ccccc1F (configuration not stated) | -5%
Cc1ccc(Cl)cc1-n1c(SCC(=O)NCCC2=CCCCC2)nc2n[nH]c(C)c2c1=N | -5%
CCN1C(=O)CSC1=Nc1ccccc1Cl | -9%
O=C(Cn1c(=O)c2cccn2c2ccccc21)Nc1ccc(F)cc1F | -7%

The list goes on.
SMILES | LYP inhibition
O=C(COc1ccc(Cl)cc1)NNC(=O)C(=O)NC1CCCCC1 | -8%
COC(=O)c1cc(S(=O)(=O)NCC2CCN(Cc3ccc(Cl)cc3)CC2)cn1C | -10%
O=C(Cc1cccs1)N1CCN(S(=O)(=O)c2cccc([N+](=O)[O-])c2)CC1 | -10%
COc1ccc(N(CC(=O)NC2CCCCC2C)S(=O)(=O)c2c(C)nn(C)c2C)cc1 (configuration not stated) | -12%
O=C(O)c1c2c(nc3ccccc13)/C(=C/c1ccc(OC(F)F)cc1)CCC2 | -2%
O=C(CSc1nc2ccccc2c(=O)[nH]1)Nc1nc(-c2ccc(Br)cc2)cs1 | -11%
Cc1ccc(OCC(O)CNC2CCCC2)cc1C (configuration not stated) | -10%
CCCCN(CC)CCNC(=O)c1cc2c(=O)n(CC)c3ccccc3c2s1 | -4%
O=C/C=C/c1c(-c2ccccc2)cc2oc3ccccc3cc1-2 | 2%
CN(C)c1ccc(C(=S)N2CCCC2)cc1Br | 0%
Cc1ccc2[nH]c(C(=O)NCCN3CCCC3)cc2c1 | -11%
CC(C)(C)C(=O)N1CCN(c2ccc(NC(=O)c3ccc([N+](=O)[O-])o3)cc2)CC1 | -1%
CCOCCCNC(=O)c1ccc2nc(-c3ccc(OC)c(OC)c3)c(-c3ccc(OC)c(OC)c3)nc2c1 | -6%
O=C(Nc1ccncc1)c1ccc(NS(=O)(=O)c2ccc3[nH]c(=O)[nH]c3c2)cc1 | -10%
COc1ccc(-n2nc(C(=O)NCC(=O)NCc3cccc(F)c3)c3ccccc3c2=O)cc1Cl | -6%
Cc1ccc[n+](CC(=O)Nc2ccc([N+](=O)[O-])cc2)c1 | -8%
CC(=O)c1c(C)[nH]c(C(=O)N2CCCC(C)C2)c1C (configuration not stated) | -9%
Cn1c(=O)n(C)c2cc(N3CCCCC3)c(NC(=O)c3cccc(Cl)c3)cc21 | -5%
CCOC(=O)c1nn(-c2ccc(F)cc2)c(=O)c(C#N)c1C | -7%
CC(=O)c1cccc(NC(=O)CN2CCc3cc4c(cc3C2C)OCCCO4)c1 (configuration not stated) | -9%
O=C(N/N=C/c1coc2ccc(Cl)cc2c1=O)c1ccncc1 | -8%
COc1ccc(C(=O)NCCN2CCCC2)cc1 | -12%
CCOc1ccc(/C=N/NC(=O)c2cc(-c3ccccc3)nc3ccccc23)cc1O | -1%
Cc1cccc(CCNC(=O)C2CCC(=O)N(Cc3ccc(Cl)cc3)C2)n1 (configuration not stated) | -6%
O=CN1CCN(CC(O)Cn2c3ccccc3c3ccccc32)CC1 (configuration not stated) | 0%
Cn1ccs/c1=N\C(=O)Nc1cccc(C(F)(F)F)c1 | 0%
COc1ccc(Cl)cc1S(=O)(=O)N1CCC(C(=O)NCc2ccco2)CC1 | -5%
Cc1cnc(C(=O)OCC(=O)c2ccc(Cl)cc2)cn1 | -8%
COc1cc(SC)ccc1C(=O)N(Cc1ccccc1)c1ccccc1 | -2%
CCCNC(=O)c1ccccc1SCc1c(C)noc1C | -11%
OC(CN1CCOCC1)(c1ccccc1)c1ccccn1 (configuration not stated) | -7%
O=C1CCC(C(=O)N2CCN(c3ccc(F)cc3)CC2)CN1CC1CCCCC1 (configuration not stated) | -10%
CC(C)c1ccc(NC(=O)CSc2nc3ncccc3[nH]2)cc1 | -2%
COc1ccc(N(CC(=O)NCc2ccco2)C(=O)CCC(=O)Nc2nccs2)cc1 | -6%
CC1CCCC(C)N1/N=C/c1cccc([N+](=O)[O-])c1 (configuration not stated) | -10%
COc1ccccc1CNS(=O)(=O)c1ccc(Cl)s1 | -5%
CCCCc1cc(=O)oc2cc(C)cc(OC(C)C(=O)NCc3ccccn3)c12 (configuration not stated) | -10%
OCC1(Cc2ccc(F)cc2F)CCCN(Cc2ccc(Cl)cc2)C1 (configuration not stated) | -8%
O=C(NCc1ccccc1Cl)c1cccc(NC2=NC3CS(=O)(=O)CC3S2)c1 (configuration not stated) | -18%
CC(NC(=O)c1ccccc1F)c1nnc(SCC(=O)NC2=NCCS2)n1C (configuration not stated) | -12%

Structures above with two or more sulfur atoms, in the order listed:
SMILES | LYP inhibition
Cc1cccc(NC(=O)CSCc2cc(=O)n3nc(C4CC4)sc3n2)c1 | -6%
O=C(CCS(=O)(=O)c1ccc(F)cc1)Nc1nc(-c2ccccn2)cs1 | -4%
COc1cccc(CNS(=O)(=O)c2c(C)nc3sccn3c2=O)c1 | -8%
COc1ccc(OC)c(NC(=O)c2ccc(NC3=NC4CS(=O)(=O)CC4S3)cc2)c1 (configuration not stated) | -1%
O=S(=O)(Nc1nc2ccccc2s1)c1cc(F)ccc1F | -13%
O=C(CSc1nnc(-c2cccnc2)s1)Nc1ccccc1 | -11%
COc1cccc(NC(=O)Nc2nc(SC(C)(C)C)ns2)c1 | -5%
CCC(C)NC(=O)Cn1cnc2sc(C)c(S(=O)(=O)N3CCCCC3)c2c1=O (configuration not stated) | -11%
COc1ccc(C(=O)N(Cc2sccc2C)C2CCS(=O)(=O)C2)cc1 (configuration not stated) | -9%
O=C(Cc1cccs1)N1CCN(S(=O)(=O)c2cccc([N+](=O)[O-])c2)CC1 | -10%
O=C(CSc1nc2ccccc2c(=O)[nH]1)Nc1nc(-c2ccc(Br)cc2)cs1 | -11%
COc1ccccc1CNS(=O)(=O)c1ccc(Cl)s1 | -5%
O=C(NCc1ccccc1Cl)c1cccc(NC2=NC3CS(=O)(=O)CC3S2)c1 (configuration not stated) | -18%
CC(NC(=O)c1ccccc1F)c1nnc(SCC(=O)NC2=NCCS2)n1C (configuration not stated) | -12%
